High-throughput results: PubChem, National Center for Advancing Translational Sciences (NCATS)
KCNH2 3.1 inh = KCNH2 3.1 (human) potassium channel inhibition; U2OS KCNH2 3.1, thallium flux FluxOr; active compounds read low; activity change, % (tested at about 1.8 µM); hit rate 0.95% among 340,000;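 active means maximum activity change below -70%; inconclusive means maximum activity change from -70% to -50%; inactive means maximum activity change above -50%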;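 further: thallium influx rate constant from kinetic fluorescence after stimulation buffer; on the % scale 0 is the no-effect control and ±100 the full control effect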
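U2OS cells transduced with KCNH2 3.1 mutant virus (1.77 x 10^8 /mL, 4 h), plated overnight at 37 C, loaded 45 min with FluxOr dye plus Red40 quencher. Thallium flux rate constant from kinetic reads after stimulation buffer, normalised to controls.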
TRPV1 agonist = agonists of human vanilloid receptor 1 (TRPV1). activation, % at 8.33 µM. hit rate 0.19% among 320,000. AID 540275. Q8NER1. TRPV1-expressing cells, Fluo-8 calcium influx, agonist mode; in the data active means activation above about 80%; inconclusive means between about 30% and that limit; further: 0% is about no effect
Target sequence (Q8NER1 whole entry, looked up): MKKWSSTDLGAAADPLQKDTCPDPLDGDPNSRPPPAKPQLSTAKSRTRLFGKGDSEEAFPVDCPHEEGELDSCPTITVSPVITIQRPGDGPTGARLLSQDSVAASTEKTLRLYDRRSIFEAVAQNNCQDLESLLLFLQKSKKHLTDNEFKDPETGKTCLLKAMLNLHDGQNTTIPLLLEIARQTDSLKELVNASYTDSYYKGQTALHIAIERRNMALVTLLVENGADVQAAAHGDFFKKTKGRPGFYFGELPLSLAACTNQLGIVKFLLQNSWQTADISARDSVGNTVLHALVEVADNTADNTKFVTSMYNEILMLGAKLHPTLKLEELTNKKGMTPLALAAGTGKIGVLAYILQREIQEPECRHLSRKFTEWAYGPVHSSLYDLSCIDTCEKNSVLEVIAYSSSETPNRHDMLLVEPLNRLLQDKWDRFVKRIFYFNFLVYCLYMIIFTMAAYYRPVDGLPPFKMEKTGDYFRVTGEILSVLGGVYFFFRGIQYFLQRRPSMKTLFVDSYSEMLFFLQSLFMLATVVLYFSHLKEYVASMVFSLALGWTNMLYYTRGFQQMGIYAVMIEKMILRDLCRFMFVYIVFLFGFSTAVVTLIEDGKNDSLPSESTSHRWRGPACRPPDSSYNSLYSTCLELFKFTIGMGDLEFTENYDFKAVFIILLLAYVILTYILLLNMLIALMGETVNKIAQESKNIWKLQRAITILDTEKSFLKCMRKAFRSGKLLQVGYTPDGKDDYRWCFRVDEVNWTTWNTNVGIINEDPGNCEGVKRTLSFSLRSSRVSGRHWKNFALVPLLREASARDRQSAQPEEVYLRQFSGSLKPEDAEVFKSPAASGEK
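TRPV1-expressing cells were cultured overnight at 35.5C and loaded with Fluo-8 calcium dye for 40 to 90 min at room temperature. After a 10 s baseline, compound was added and calcium influx was read kinetically for 3 min (ex 480/em 520 nm).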
A-T KAP1 phos = potential ataxia-telangiectasia treatment; […] A-T fibroblasts, KAP-1 phosphorylation AlphaLISA; neocarzinostatin DNA damage 30 min before lysis; Potency, µM (doses to about 57.5 µM), without a hit: at the top dose activation, hits mostly activators; hit rate 0.19% among 320,000; AID 485349; further: potency means the concentration at half of the fitted maximal effect; % of control where 0% means no effect; nearly all actives have a fitted effect of over 45% in size
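ATM-like activity read as KAP-1 phosphorylation via AlphaLISA donor/acceptor antibody pairs after lysis and 6 hr at 25C. Cells were ATM-null patient fibroblasts ([…], hTERT), dosed 60 min, then exposed to the DSB inducer NCS for 30 min.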
a7 integrin act = activators of alpha7 integrin expression for muscular dystrophy | alpha7betagal myoblasts, beta-gal FDG fluorescence, 48 h | Potency, µM (titrated, usually from 38.3 µM), for the others: at the highest dose activation, most hits filed as activators | hit rate 0.064% among 350,000 | AID 624291;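 further: potency means the concentration at half of the fitted maximal effect; 100% = response of the positive control SU9516; nearly all actives have a fitted effect of over 60% in size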
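Alpha7betagal+/- myoblasts (passage 13) were plated 16-24 hr, then exposed to compounds (1:260 dilution of DMSO stock) for 48 hours at 37C. After MPER lysis, β-galactosidase reporter activity was read as FDG fluorescence (ex 480/em 540) after 30 minutes.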
MLL CXXC-DNA inh = blocks binding of human MLL CXXC domain to DNA. Q03164. MLL-CXXC / FITC-HOXA9 DNA fluorescence polarization. Potency, µM (highest dose often 115 µM), inactives show at the highest dose activity change, negative = inhibition, usual class: inhibitors. hit rate 0.037% among 290,000; active means well fitted inhibition curve with a large enough effect in the polarisation, with a control signal flat, not every such curve was filed as active; inconclusive means small, poorly fitted or top-dose-only effect, or effect the other way, or a change in a side signal; inactive means no such curve, though single readings can be large or run the other way; the % refers to the polarisation; further: potency means the concentration at half of the fitted maximal effect
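Purified MLL-CXXC (added from a 7 uM solution) was preincubated 5 min at ambient with pinned compounds in 50 mM Tris-HCl pH 7.5, 50 mM NaCl, 1 mM DTT, 0.05% BSA. Fluorescein-labeled HOX-A9 DNA (50 nM solution) followed, 30 min, then polarization read.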
ASM inhibitor = human S-ASM enzyme inhibition; hit rate 0.006% among 340,000; Potency, µM (top dose mostly 57.5 µM), without a hit: at the top dose activity change, negative = inhibition, hits mostly inhibitors; placental ASM, HMU-PC fluorogenic substrate, 60 min; further: potency means the concentration at half of the fitted maximal effect
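Human placenta-derived ASM preincubated with compound 10 min at room temperature, then reacted with 9 uM (final) fluorogenic HMU-PC substrate for 60 min at 37 C. Stop solution raises pH to 10; fluorescence read at Ex 386/Em 447 nm.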
MBNL1-CUG inh = MBNL1-poly(CUG) RNA binding inhibition. Potency, µM (top dose mostly 57.5 µM), for the others: top-dose activity change, negative = inhibition, usual class: inhibitors. AID 2675. hit rate 0.036% among 280,000. TR-FRET MBNL1-His/biotin-(CUG)12 binding, 665/545 ratio. Q9NR56; active means well fitted inhibition curve with a large enough effect in the signal ratio, with a control signal flat, not every such curve was filed as active; inconclusive means small, poorly fitted or top-dose-only effect, or effect the other way, or a change in a side signal; inactive means no such curve, though single readings can be large or run the other way; the % refers to the signal ratio; further: potency means the concentration at half of the fitted maximal effect; on the % scale 0 is the no-effect control and ±100 the full control effect
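Compound titration spanned 92 nM–58 uM against the MBNL1-His/biotin-(CUG)12 complex. After 60 min at room temperature with 5 nM streptavidin-XL665 and 0.055 ng/ul terbium anti-His, ratiometric 665/545 nm emission (Ex 340 nm) normalized to controls.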
FBPA coupling cs = inhibits coupling enzyme system, counter-screen for aldolase hits; coupling enzyme system counterscreen, AmpLite Red fluorescence; activity change, negative = inhibition, % at 58.2 µM, hits read low; hit rate 0.67% among 290,000; in the data active means activity change below about -30%; further: on the % scale 0 is the no-effect control and ±100 the full control effect
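First, compound is pin-transferred into glyceraldehyde-3-phosphate coupling-enzyme reagent at 57.5 uM final and held 10 min at RT. Next, substrate, coupling system and AmpLite Red are added. After 20 min RT, fluorescence (525/598 nm) is read.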
KCNH2 WT inh = inhibitors of human wildtype KCNH2 potassium channel; activity change, % at 1.84 µM; hit rate 0.37% among 340,000; U2OS, BacMam KCNH2, thallium flux FluxOr; active compounds read low;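 active means maximum activity change below -70%; inconclusive means maximum activity change between -70% and -50%; inactive means maximum activity change above -50%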; further: on the % scale 0 is the no-effect control and ±100 the full control effect
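U2OS cells transduced with wild-type KCNH2 virus are loaded with FluxOr dye for 45 min, and thallium flux is measured in kinetic reads before and after stimulation buffer. Rate constants are normalized to DMSO controls.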
GALK inh = inhibitors of human galactokinase | P51570 | Purified GALK, Kinase-Glo residual ATP luminescence | Potency, µM (highest dose often 57.5 µM), without a hit: top-dose activity change, negative = inhibition, most hits filed as inhibitors | hit rate 0.007% among 270,000 | AID 1868; further: potency means the concentration at half of the fitted maximal effect; on the % scale 0 is the no-effect control and ±100 the full control effect
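5 nM enzyme, 35 uM ATP, 100 uM galactose, 20 mM HEPES pH8.0, 5 mM MgCl2; 1 h RT; residual ATP by Kinase-Glo Plus luminescence, qHTS format.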
Active calls of the source: *; ? = inconclusive; . = not tested or not shown; [ ] = another dose, or the depositor's remark. Unless noted, the call rests on the fitted dose curve; in most records, active means well fitted curve in the direction sought with a large enough effect; inconclusive means small, poorly fitted or top-dose-only effect, or another doubt; inactive means no such curve, though single readings can be large; an effect the other way counts as inactive or inconclusive.

item	smiles	KCNH2 3.1 inh	TRPV1 agonist	A-T KAP1 phos	a7 integrin act	MLL CXXC-DNA inh	ASM inhibitor	MBNL1-CUG inh	FBPA coupling cs	KCNH2 WT inh	GALK inh
1	CC(C)OP(=O)(c1ccc(N(C)C)cc1)C(O)c1c(Cl)cccc1Cl (stereo not given)	-11	11	2%	-8%	-1%	1%	-4%	0	-3	-6%
2	O=C1CCC(C(=O)Nc2cccc(S(=O)(=O)N3CCOCC3)c2)N1 (stereo not given)	33	1	4%	0%	-5%	-3%	-2%	-4	9	-2%
3	O=C(NCc1ccc(Cl)cc1)c1cccc(NC2=NC3CS(=O)(=O)CC3S2)c1 (stereo not given)	0	-1	-1%	1%	.	5%	3%	2	-3	.
4	Cc1nn(-c2ccc(Cl)c(Cl)c2Cl)c(=O)c2ccccc12	-2	-2	0%	-14%	1%	-10%	-2%	-4	-3	-2%
5	C=CCSc1nnc(-c2cc3c(-c4ccccc4)nn(C)c3s2)n1C	-15	15	-5%	0%	-14%	-14%	1%	0	7	2%
6	O=C(CSc1ccccn1)Nc1cccc2ccccc12	28	-10	4%	-21%	9%	2%	-4%	-77*	3	0%
7	c1cncc(-c2nc3ccccc3o2)c1	7	-2	-2%	12%	21%	2%	-1%	1	-1	0%
8	COc1cccc(-c2nn(-c3ccccc3)cc2CN(C)Cc2ccno2)c1	10	?	-1%	22%	-1%	0%	4%	3	3	2%
9	CCC(C)Sc1ccc([C@H]2N[C@@](Cc3ccccc3)(C(=O)OC)[C@H]3C(=O)N(C)C(=O)[C@@H]23)cc1 (stereo not given in full)	-17	0	-6%	-11%	.	-26%	.	.	-9	.
10	CCN1CCN(CCNC(=O)c2ccc3c(c2)N(Cc2ccc(F)cc2)C(=O)/C(=C/c2ccccc2)S3)CC1	-88*	3	10%	-76%[inhibitor]	?	-18%	12%	-4	-20	0%
11	COc1ccccc1NS(=O)(=O)c1ccc(C(=O)NCCCN2CCCC2=O)cc1	3	0	-7%	23%	.	4%	.	.	-37	.
12	Cc1ccccc1NC1=C(Cl)C(=O)OC1OC(C)C (stereo not given)	-5	15	-1%	20%	?	3%	4%	4	-4	0%

(list continues)
item	smiles	KCNH2 3.1 inh	TRPV1 agonist	A-T KAP1 phos	a7 integrin act	MLL CXXC-DNA inh	ASM inhibitor	MBNL1-CUG inh	FBPA coupling cs	KCNH2 WT inh	GALK inh
13	COc1ccc(OCc2cc(C(=O)NCc3nc(C)cs3)no2)c(Cl)c1	-7	8	20%	2%	2%	-3%	-6%	.	-3	-4%
14	O=C(CSc1nc2ccccc2n1CCc1ccccc1)NC1CC1	-15	?	0%	-47%[inhibitor]	-8%	5%	0%	1	7	0%
15	Cc1cc(C)c(OCCCON2C(=O)CCC2=O)c(Br)c1	21	7	-1%	0%	5%	-2%	-3%	1	-38	8%
16	COc1ccc(NC(=O)Nc2c[nH]c(=O)[nH]c2=O)cc1	0	-4	23%	7%	-13%	5%	-8%	0	3	0%
17	CCC(C)(C(=O)NC1CCCC1)N(Cc1cccs1)C(=O)c1ccc2c(c1)OCO2 (stereo not given)	0	-3	8%	-12%	1%	-2%	-17%	4	-20	-6%
18	Cc1ccc(C(C)(C)NC(=O)C2CCC(=O)N(CC3CCCCC3)C2)cc1 (stereo not given)	2	2	1%	-4%	5%	1%	-1%	0	2	2%
19	CCOC(=O)Nc1ccc2c(c1)N(C(=O)OC)c1ccccc1CC2	17	6	3%	-26%	2%	-3%	-7%	8	2	2%
20	CCc1cc(-c2[nH]ncc2-c2ccc(OC)cc2)c(O)cc1O	3	2	37%	-14%	4%	-7%	-2%	0	9	-1%
21	Cc1ccc(C(=O)COC(=O)CNC(=O)c2ccc(N3C(=O)c4ccccc4C3=O)cc2)cc1C	-8	0	3%	-7%	3%	-3%	.	-1	4	1%
22	Cc1cc(C)c2c(n1)SCC(=O)N2CC(=O)Nc1c(C)cccc1C	11	3	2%	0%	.	-1%	9%	-2	6	.
23	CS(=O)(=O)c1ccc2nc(NC(=O)CN3CCC(Cc4ccccc4)CC3)sc2c1	-8	4	3%	?	2%	0%	-3%	3	21	-1%
24	O=C(COc1cccc2ccccc12)NNC(=O)CSCCO	4	0	0%	17%	5%	7%	.	-1	13	1%

(cont.)
item	smiles	KCNH2 3.1 inh	TRPV1 agonist	A-T KAP1 phos	a7 integrin act	MLL CXXC-DNA inh	ASM inhibitor	MBNL1-CUG inh	FBPA coupling cs	KCNH2 WT inh	GALK inh
25	Brc1ccc(-c2ccc(CNCc3ccccn3)o2)cc1	-7	?	3%	-2%	7%	0%	14%	0	-7	2%
26	N#Cc1ccc(N2Cc3ccccc3/C2=N/C(=O)Nc2ccc(Cl)cc2)cc1	.	-1	-3%	-3%	15%	-18%	.	5	-4	0%
27	CCCc1cc(C(=O)Nc2ccc(C(=O)c3ccccc3)cc2)n(C)n1	6	?	13%	-17%	-10%	-3%	-3%	.	-3	-5%
28	COc1ccc(C2=NOC(C(=O)NCc3ccco3)C2)cc1OC (stereo not given)	-27	3	-6%	-12%[7.66 µM]	-12%	3%	-6%	6	-9	0%
29	COC(=O)C(C(=O)Nc1ccccc1C)C1CCCC1 (stereo not given)	-2	1	4%	0%	5%	2%	-5%	3	-4	4%
30	COc1cccc(C(=O)Nc2cc3c(cc2Br)OCCCO3)c1	1	26	12%	18%	6%	0%	-12%	-4	2	3%
31	COc1ccccc1N/N=C1\COC(C)(C)CC1=O	-3	3	0%	16%	-9%	-1%	8%	2	-18	-1%
32	COc1ccc(C(=O)NC(=S)N(C)Cc2ccccc2)cc1Br	2	5	8%	28%	-5%	-1%	-3%	-1	-30	3%
33	N#CCCN(NC1=NS(=O)(=O)c2ccccc21)C(=O)c1ccccc1Br	22	3	0%	?	12%	-2%	2%	0	0	0%
34	O=C(COc1ccc(Cl)cc1Br)NNC(=O)C(=O)N1CCCCC1	.	-2	3%	12%	-6%	0%	-5%	9	2	1%
35	CC1C2CC(CC1(C)C)N(C(=O)Nc1ccc3nccnc3c1)C2 (stereo not given)	-2	4	0%	-2%	3%	438%[activator]	?	-12	-7	1%
36	CCN(CC)CCCC(C)Nc1nccc2cccc(Cl)c12 (stereo not given)	-13	.	.	-64%[inhibitor]	.	0%	.	.	4	.

Next part:
item	smiles	KCNH2 3.1 inh	TRPV1 agonist	A-T KAP1 phos	a7 integrin act	MLL CXXC-DNA inh	ASM inhibitor	MBNL1-CUG inh	FBPA coupling cs	KCNH2 WT inh	GALK inh
37	CC(C)C(NC(=S)NCc1ccccc1)C(=O)O (stereo not given)	14	12	-1%	16%	-5%	-1%	-3%	7	1	-4%
38	Cc1[nH]c2ccc(F)cc2c1CCNC(=O)C1CCCCC1C(=O)OCC(F)(F)F (stereo not given)	-5	11	-3%	-22%	4%	2%	-4%	1	2	-1%
39	O=C1NC(=S)N/C1=C\C=C\c1ccccc1	-9	-4	-8%	0%	14%	13%	?	-3	3	1%
40	COc1cc2ccccc2cc1C(=O)Nc1ccccc1Cl	14	0	?	-22%	2%	-3%	3%	-2	.	3%
41	Cc1ccc2nc(SCC(=O)NC3CCCC3)nc(=O)n2c1	2	-3	4%	-10%	.	.	.	.	6	.
42	Cc1noc(C)c1COC(=O)c1cc2c(C)nn(-c3ccc(F)cc3)c2s1	-2	5	-2%	10%	-1%	-3%	4%	6	-3	4%
43	COCCNC(=S)Nc1ccc2nc(N3CCOCC3)cc(C)c2c1	-24	0	7%	46%	17%	110%[activator]	0%	1	-7	-1%
44	COc1ccc(CNc2nc3c(c(=O)[nH]c(=O)n3C)n2Cc2ccccc2)cc1	3	-5	3%	?	-6%	1%	-3%	3	-9	3%
45	Nc1nc(NCc2ccccc2Cl)n(-c2ccccc2)n1	10	-2	1%	-22%	1%	2%	1%	-4	32	1%
46	CN(Cc1nc2ccccc2c(=O)[nH]1)C(=O)c1ccccc1OCc1ccc(Cl)cc1	16	7	-2%	4%	.	-5%	.	.	-11	.
47	CC1(c2nnc(Cc3ccccc3)o2)CC(c2ccccc2Br)=NO1 (stereo not given)	5	?	19%	6%	.	-6%	.	.	-11	.
48	O=C(NC1CCC(O)CC1)c1ccc(Br)o1 (stereo not given)	6	.	9%	2%	.	3%	.	.	-2	.
49	COc1ccc(C(=O)NNC(=O)c2cccc3ccccc23)cc1	-6	.	.	?	.	0%	.	.	-7	.
50	CC(=O)c1ccc(N2CCN(C(=O)c3ccc(NC(=O)C4CCCO4)cc3)CC2)cc1 (stereo not given)	15	0	4%	2%	-3%	1%	3%	3	1	-2%
